Assay outcomes as filed in PubChem BioAssay.
mut p53 react = restores mutant p53 pathway signaling in SW480 cells; SW480 PUMA-promoter luciferase, p53 mutant reactivation; activation, % at 9.98 µM; 1.5% of 28,000 active; AID 624151; in the data active = activation above about 52%
STK33 inh = blocks human STK33 kinase activity | 0.44% of 27,000 active | ADP-Glo luminescence, MBP substrate | inhibition, % at 12.5 µM | AID 2322 | Q9BYT3; in the data active = inhibition above about 20%
Target sequence (Q9BYT3 whole entry, looked up): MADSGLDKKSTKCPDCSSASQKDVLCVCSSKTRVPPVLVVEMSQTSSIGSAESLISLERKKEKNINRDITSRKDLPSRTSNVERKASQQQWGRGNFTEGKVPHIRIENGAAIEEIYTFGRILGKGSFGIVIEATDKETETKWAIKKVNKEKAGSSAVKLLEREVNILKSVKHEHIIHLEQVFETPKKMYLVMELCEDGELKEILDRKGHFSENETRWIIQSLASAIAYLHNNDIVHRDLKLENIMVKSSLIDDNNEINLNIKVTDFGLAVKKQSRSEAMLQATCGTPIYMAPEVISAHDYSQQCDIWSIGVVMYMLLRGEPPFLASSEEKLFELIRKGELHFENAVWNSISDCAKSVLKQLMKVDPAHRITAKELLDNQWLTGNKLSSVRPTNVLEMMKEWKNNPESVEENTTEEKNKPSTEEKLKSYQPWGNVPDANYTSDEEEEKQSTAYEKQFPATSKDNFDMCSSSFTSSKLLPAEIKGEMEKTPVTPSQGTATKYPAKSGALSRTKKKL
Starred values were filed as active, the others as inactive; . = not tested or not shown. Some of the compounds tested; count on the stated rates, not on these rows.

SMILES	mut p53 react	STK33 inh
CC(=O)Nc1ccc(NC(=O)C(C)n2nc(C)c([N+](=O)[O-])c2C)cc1 (configuration not stated)	-0.2	7.7
Cc1noc(C)c1NC(=O)Nc1ccc2c(c1)CC(=O)N([C@@H](C)CO)C[C@H](C)[C@H](CN(C)C(=O)Nc1cccc3ccccc13)O2	2.4	2.1
C[C@@H]1CN([C@@H](C)CO)C(=O)c2cc(/C=C/c3ccccc3)cnc2O[C@H]1CN(C)C(=O)Cc1cccnc1	8.2	.
O=[N+]([O-])c1ccc(S(=O)(=O)NCc2cccnc2)cc1	1.1	0.7
C[C@@H]1CN([C@@H](C)CO)C(=O)c2cccc(NC(=O)C3CCOCC3)c2O[C@H]1CN(C)Cc1ccncc1	7.8	.
Cc1cc([N+](=O)[O-])ccc1NC(=O)CSc1nccc(=O)[nH]1	-2.7	-2.8
CCOc1ccc(NC(=O)C(C)Sc2nc3ccccc3s2)cc1 (configuration not stated)	-12.2	-0.9
C[C@@H]1CN([C@@H](C)CO)C(=O)c2cc(NS(=O)(=O)c3ccccc3)ccc2O[C@@H](C)CCCCO[C@H]1CN(C)Cc1ccncc1	0.4	.
COC(=O)[C@@]1(CCC(=O)OC(C)(C)C)N=C(c2ccc(OCCCO)cc2)O[C@H]1c1ccccc1CN=[N+]=[N-]	.	9.9
O=c1cc(-c2ccccc2)oc2cc(O)cc(O)c12	.	33.1*
C[C@H](CO)N1C[C@H](C)[C@@H](CN(C)C(=O)Nc2ccc(F)cc2)Oc2ccc(NS(=O)(=O)c3ccc(Cl)cc3)cc2CC1=O	2.3	.
C[C@H](CO)N1C[C@H](C)[C@@H](CN(C)S(=O)(=O)c2cccs2)Oc2ccc(NC(=O)Nc3ccc4c(c3)OCO4)cc2C1=O	-9.1	.
O=[N+]([O-])c1ccc(S(=O)(=O)CC(CN2CCOCC2)N2CCOCC2)cc1 (configuration not stated)	-37.8	-1.6
C[C@@H]1CN([C@@H](C)CO)C(=O)Cc2cc(NC(=O)CCC(F)(F)F)ccc2O[C@@H]1CN(C)Cc1ccncc1	.	0.8
CN1CCC(OC(c2ccccc2)c2ccccc2)CC1	.	2.5
Cn1c(SCC(=O)c2ccc(F)cc2)nnc1-c1cccnc1	7.8	0.3
COc1c(Cl)cc(C(=O)Nc2sc3c(c2C(=O)NCc2ccco2)CCC3)cc1Cl	-2.7	-2.6
COc1ccc(NC(=O)CCCN2C(=O)c3ccccc3C2=O)c(OC)c1	7.3	-1.0
CC(C)NC(=O)Nc1ccc2c(c1)C(=O)N([C@@H](C)CO)C[C@@H](C)[C@@H](CN(C)S(=O)(=O)c1ccccc1)OCCCC[C@@H](C)O2	5.4	.
COc1cccc2c1C(c1ccc3c(c1O)C(=O)CC(C)C3O)OC2=O (configuration not stated)	9.5	-4.9
C[C@H]1CN([C@@H](C)CO)C(=O)c2cc(NS(=O)(=O)c3ccc(Cl)cc3)ccc2O[C@H]1CN(C)S(=O)(=O)c1ccccc1	-7.7	-5.3
C[C@@H]1CN([C@H](C)CO)C(=O)Cc2cc(N(C)C)ccc2O[C@H]1CN(C)C(=O)Nc1ccccc1	4.9	3.0
COc1ccc(NC(=O)Cn2c([N+](=O)[O-])cnc2C)c(OC)c1	-8.5	1.8
C[C@H]1CN([C@@H](C)CO)C(=O)c2cccc(N(C)C)c2O[C@H]1CN(C)Cc1ccc(C(F)(F)F)cc1	-2.2	.
O=C(CN1CCOCC1)Nc1ccc(NC(=O)CN2CCOCC2)c(Cl)c1	-19.4	2.5

(continued)
SMILES	mut p53 react	STK33 inh
COc1ccccc1-c1ccc2c(c1)O[C@H](CN(C)S(=O)(=O)c1ccc(C)cc1)[C@@H](C)CN([C@@H](C)CO)S2(=O)=O	-54.4	.
C[C@H](CO)N1C[C@H](C)[C@H](CN(C)S(=O)(=O)c2ccc(Cl)cc2)Oc2ccc(NC(=O)Cn3cnnn3)cc2C1=O	.	-0.4
CS(=O)(=O)N(CC(=O)Nc1ccc(F)c(F)c1)c1ccccc1F	-6.1	-2.3
O=C(c1c(O)c2ccc(Cl)cc2[nH]c1=O)C1CC1	.	0.4
C[C@@H]1CCCCO[C@@H](CN(C)C(=O)NC2CCCCC2)[C@@H](C)CN([C@H](C)CO)C(=O)c2cc(NC(=O)Nc3ccccc3)ccc2O1	.	1.7
C[C@H](CO)N1C[C@H](C)[C@H](CN(C)Cc2ccccc2)Oc2cc(C#Cc3ccccn3)ccc2S1(=O)=O	6.8	.
C[C@@H]1CN([C@@H](C)CO)C(=O)Cc2cc(NC(=O)NC3CCCCC3)ccc2O[C@@H]1CN(C)S(C)(=O)=O	.	-3.6
CNC[C@@H]1OCCCC[C@@H](C)Oc2ccc(NS(=O)(=O)c3ccccc3)cc2C(=O)N([C@H](C)CO)C[C@H]1C	4.7	.
C[C@@H]1CCCCO[C@H](CN(C)C(=O)CCC(F)(F)F)[C@H](C)CN([C@@H](C)CO)C(=O)c2cc(NC(=O)CCC(F)(F)F)ccc2O1	-4.3	.
C[C@H](CO)N1C[C@H](C)[C@@H](CN(C)Cc2ccc(-c3ccccc3)cc2)Oc2c(NC(=O)Nc3ccc(C(F)(F)F)cc3)cccc2C1=O	2.2	.
Cc1ccc(OCC(=O)Nc2cc(-c3nc4cc(Cl)ccc4o3)ccc2C)c(C)c1	-6.4	0.4
O=C(NCCCO)c1nc2ccccc2s1	11.8	-2.4
C[C@H]1CN([C@@H](C)CO)C(=O)Cc2cc(NS(=O)(=O)c3cn(C)cn3)ccc2O[C@@H]1CN(C)CC1CCCCC1	.	-1.8
C[C@H](CO)N1C[C@H](C)[C@H](CN(C)C(=O)C2CC2)OCc2cn(nn2)CCCC1=O	-0.6	-1.3
C[C@@H]1CN([C@H](C)CO)C(=O)CCCn2nncc2CO[C@@H]1CN(C)C(=O)c1ccc2ccn(C)c2c1	.	3.0
CC1=COC(O[C@@H]2O[C@H](CO)[C@@H](O)[C@H](O)[C@H]2O)C2C1CC(O)C2CO (some centres not stated)	10.7	-2.0
FC(F)(F)c1cc(CO[C@H]2CCCN[C@H]2c2ccccc2)cc(C(F)(F)F)c1	22.8	.
COc1ccc(OC)c(NC(=O)COc2ccc3c(-c4ccccc4)cc(=O)oc3c2)c1	-6.8	2.2
COCC#Cc1cnc2c(c1)C(=O)N([C@@H](C)CO)C[C@H](C)[C@@H](CN(C)C(=O)c1cccc(F)c1)O2	-1.4	.
c1cncc(-c2nn3c(C4COc5ccccc5O4)nnc3s2)c1 (configuration not stated)	2.9	-2.9
CNC[C@H]1Oc2ccc(NC(=O)c3ccncc3)cc2CC(=O)N([C@@H](C)CO)C[C@@H]1C	-0.9	-0.8
O=C(CC1(O)C(=O)N(Cc2ccc(Cl)cc2)c2ccc(Cl)cc21)c1ccc2c(c1)OCCO2 (configuration not stated)	5.0	8.7
COC(=O)CCCCCCC(=O)Nc1ccc(C2OC(CSc3ccccn3)CC(c3ccccc3)O2)cc1 (configuration not stated)	.	3.4
C=C1C(=O)O[C@@H]2/C=C(/C)CC/C=C(/C=O)C[C@@H](OC(=O)CC(C)C)C12 (some centres not stated)	19.0	-0.7
Cc1ccc(C)c(NC(=O)C(C)n2nc(C)c([N+](=O)[O-])c2C)c1 (configuration not stated)	6.9	-0.6

Complete entries, looked up by structure:
c1cncc(-c2nn3c(C4COc5ccccc5O4)nnc3s2)c1 (configuration not stated) is listed as mut p53 react: 2.9; STK33 inh: -2.9
FC(F)(F)c1cc(CO[C@H]2CCCN[C@H]2c2ccccc2)cc(C(F)(F)F)c1 is listed as mut p53 react: 22.8; STK33 inh: .

Following part:
SMILES	mut p53 react	STK33 inh
O=C(CN1C(=O)C2C3C=CC(C4CC34)C2C1=O)Nc1ccc(Oc2ccccc2)cc1 (configuration not stated)	1.6	-0.2
CNC[C@@H]1Oc2ccc(NC(=O)CCCN(C)C)cc2C(=O)N([C@@H](C)CO)C[C@@H]1C	-0.1	-3.3
C[C@@H]1CN([C@H](C)CO)C(=O)Cc2cc(NS(=O)(=O)c3ccc(F)cc3)ccc2O[C@@H]1CN(C)CC1CC1	.	-2.0
C[C@H]1CN([C@@H](C)CO)C(=O)c2cc(NC(=O)Nc3ccc4c(c3)OCO4)ccc2O[C@@H]1CN(C)Cc1ccc(-c2ccccc2)cc1	.	6.2
Cc1c(Cl)ccc2c(C(=O)NCCN3CCCCC3)cc(-c3ccccn3)nc12	13.9	-0.9
COCC#Cc1ccc2c(c1)O[C@@H](CN(C)Cc1cccnc1)[C@H](C)CN([C@H](C)CO)S2(=O)=O	-16.9	.
C[C@H](NC(=O)C[C@@H]1C[C@H]2c3cc(NC(=O)C4CCOCC4)ccc3O[C@H]2[C@H](CO)O1)c1ccccc1	5.0	.
COc1ccc(NC(=O)N(C)C[C@H]2Oc3c(NS(=O)(=O)c4cccs4)cccc3C(=O)N([C@H](C)CO)C[C@@H]2C)cc1	3.4	.
CNC[C@H]1Oc2c(NS(=O)(=O)c3cn(C)cn3)cccc2C(=O)N([C@@H](C)CO)C[C@@H]1C	6.0	.
C[C@@H]1CN([C@H](C)CO)C(=O)c2cc(-c3cccc(F)c3)cnc2O[C@H]1CN(C)Cc1cccnc1	-11.2	.
COc1c(CO)c(O)cc2c1C(=O)c1ccccc1C2=O	-10.9	4.0
C[C@@H]1CN([C@@H](C)CO)C(=O)c2cccc(NS(=O)(=O)c3cn(C)cn3)c2O[C@H]1CN(C)Cc1ccc2c(c1)OCO2	-2.6	.
CC1SC2(CCCCC2)N(c2ccc(Cl)cc2)C1=O (configuration not stated)	-12.1	.
CNC[C@@H]1Oc2ccc(NC(=O)CCC(F)(F)F)cc2C(=O)N([C@@H](C)CO)C[C@@H]1C	10.4	-0.3
C[C@H]1CN([C@@H](C)CO)C(=O)c2cc(NC(=O)C3CC3)ccc2O[C@H]1CN(C)Cc1ccccc1	.	-0.1
COc1ccccc1NC(=O)CSc1ncn(-c2ccccc2)n1	5.8	-0.5
COC(Cn1c(SCC(=O)c2cccc(C(F)(F)F)c2)nnc1-c1ccc(Cl)cc1)OC	8.4	.
Cc1ccc(S(=O)(=O)N(C)C[C@H]2Oc3ccc(NS(=O)(=O)c4ccc(Cl)cc4)cc3C(=O)N([C@@H](C)CO)C[C@@H]2C)cc1	.	-3.8
C[C@H]1CN([C@@H](C)CO)C(=O)Cc2cc(N(C)C)ccc2O[C@@H]1CN(C)CC1CC1	.	-7.1
COc1ccc(NC(=O)C(=O)NCC(=O)Nc2ccc(OC)c(Cl)c2)cc1	-14.2	-1.7
CC(C)(C)c1ccc(S(=O)(=O)NCCC(=O)O)cc1	-5.4	-0.3
CC(C)NC(=O)N(C)C[C@H]1OCCCC[C@H](C)Oc2ccc(NC(=O)Cc3ccccc3)cc2C(=O)N([C@@H](C)CO)C[C@H]1C	-0.1	.
C[C@H](CO)N1C[C@H](C)[C@H](CN(C)C(=O)Cc2ccccc2)OCCCC[C@H](C)Oc2ccc(NS(C)(=O)=O)cc2C1=O	7.7	.
Cc1cccc(S(=O)(=O)N(C)C[C@H]2OCc3ccccc3-c3ccccc3C(=O)N([C@H](C)CO)C[C@@H]2C)c1	-6.4	.
CC(C)NC(=O)N(C)C[C@@H]1Oc2ccc(NC(=O)C3CC3)cc2C(=O)N([C@@H](C)CO)C[C@@H]1C	5.6	0.2

Quoted at random: two compounds from above.
SMILES	mut p53 react	STK33 inh
CNC[C@@H]1Oc2ccc(NC(=O)CCC(F)(F)F)cc2C(=O)N([C@@H](C)CO)C[C@@H]1C	10.4	-0.3
O=C(CN1C(=O)C2C3C=CC(C4CC34)C2C1=O)Nc1ccc(Oc2ccccc2)cc1 (configuration not stated)	1.6	-0.2

Arranged by formula weight (ascending): some entries from above
SMILES	mut p53 react	STK33 inh
CC1SC2(CCCCC2)N(c2ccc(Cl)cc2)C1=O (configuration not stated)	-12.1	.
CNC[C@@H]1Oc2ccc(NC(=O)CCCN(C)C)cc2C(=O)N([C@@H](C)CO)C[C@@H]1C	-0.1	-3.3
Cc1cccc(S(=O)(=O)N(C)C[C@H]2OCc3ccccc3-c3ccccc3C(=O)N([C@H](C)CO)C[C@@H]2C)c1	-6.4	.
C[C@@H]1CN([C@@H](C)CO)C(=O)c2cccc(NS(=O)(=O)c3cn(C)cn3)c2O[C@H]1CN(C)Cc1ccc2c(c1)OCO2	-2.6	.

The list goes on:
SMILES	mut p53 react	STK33 inh
C[C@H]1CN([C@@H](C)CO)C(=O)CCCn2cc(nn2)CO[C@H]1CN(C)C(=O)C1CC1	-7.6	-2.2
COC(=O)c1cc(OC)c(OC)cc1NC(=O)CSc1nc2ccccc2o1	104.7*	2.4
COc1ccc(S(=O)(=O)Nc2ccc3c(c2)CC(=O)N([C@H](C)CO)C[C@@H](C)[C@@H](CN(C)C(=O)Nc2ccc(F)cc2)O3)cc1	.	1.6
NC(=O)C1CCN(C(=O)CSc2nnnn2-c2ccccc2)CC1	2.8	-2.0
Cc1sc2c(c1C)C(=O)C(C(=O)Nc1ccc(Cl)cc1)S(=O)(=O)N2C (configuration not stated)	.	-3.1
CC1(C)CC(n2c(SCC(=O)c3ccc(Cl)cc3)nc3ccccc3c2=O)CCO1 (configuration not stated)	3.3	0.3
COc1ccccc1-n1nnnc1SCC(=O)Nc1cc(OC)c(OC)c(OC)c1	-22.0	3.1
O=C(CNS(=O)(=O)c1cc(Cl)ccc1Cl)Nc1ccc(Cl)cc1	12.5	0.2
O=c1c2cn[nH]c2nc(SCc2ccc3c(c2)OCCO3)n1-c1ccccc1	-20.9	6.1
O=C1O[C@@H](c2ccccc2)[C@@H](c2ccccc2)N2[C@@H](c3ccc(O)cc3)[C@]3(C(=O)Nc4ccccc43)[C@@H](C(=O)O)[C@H]12	.	4.1
Cc1cc(Br)c(NC(=O)CSc2nnc(N)s2)cc1C	3.3	0.0
COc1ccc(CN(C)C[C@H]2Oc3c(NS(=O)(=O)c4ccc(OC)cc4)cccc3C(=O)N([C@@H](C)CO)C[C@@H]2C)cc1	2.1	.
C[C@H](CO)N1C[C@H](C)[C@@H](CN(C)Cc2ccc(C(F)(F)F)cc2)Oc2ccc(NC(=O)NC3CCCCC3)cc2C1=O	.	-2.1
COc1ccc(N(CC(=O)Nc2ccc(Br)c(Cl)c2)S(C)(=O)=O)cc1Cl	-6.2	-0.8
C[C@H]1CN([C@@H](C)CO)C(=O)c2c(c3ccccc3n2C)-c2ccccc2CO[C@H]1CN(C)S(=O)(=O)CC(F)(F)F	3.0	.
